Screening data as filed in PubChem BioAssay.
MrgX1 antagonist: antagonists of human MrgX1 receptor. hit rate 1.3% among 310,000. Q96LB2. MRGX1-HEK293 calcium flux, Fluo-4, BAM8-22 antagonism; active compounds read low. B-score at 10 µM;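 active = calcium-response B-score plate-corrected more than 3 library SD below zero, starting fluorescence within 5 deviations, no agonist response on first addition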;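 note: peak minus trough fluorescence over baseline after final BAM8-22 challenge near maximal dose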
HIF activator: HIF pathway transcriptional activation; AID 1910; hit rate 0.32% among 300,000; U2OS HRE-luciferase reporter, luminescence; normalized: DMSO 0%, desferrioxamine 100%; activation, % at 7.5 µM (by protocol);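 active = mean activation of at least 10% of the iron chelator positive control signal, with at least half of replicates also reaching 10%; inconclusive = mean and replicate majority disagree about reaching 10%; inactive = mean and most replicates under 10%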
TRPC6 act: activates the mouse TRPC6 cation channel; Q61143; HEK293-TRPC6 membrane potential dye fluorescence; active compounds read high; B-score at 10 µM; hit rate 0.13% among 310,000; AID 2550;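 active = B-score of the integrated fluorescence ratio above library mean plus 3 SD, and starting fluorescence ratio within library mean plus 5 SD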;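 note: higher score means more depolarization so channel activation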
TRPC4 potent: TRPC4 (mouse) allosteric potentiation; B-score at 10 µM; AID 2227; HEK293 TRPC4beta/mu-opioid, DAMGO EC20, Fluo-4 Ca2+ flux; active compounds read high; Q9QUQ5; hit rate 0.42% among 310,000;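 active = B-score of calcium response area above 5 SD of library B-scores, with initial fluorescence ratio within 5 SD of library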;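 note: B-score of integrated fluorescence ratio over time as area under calcium response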
Target sequence (Q9QUQ5 whole entry, looked up): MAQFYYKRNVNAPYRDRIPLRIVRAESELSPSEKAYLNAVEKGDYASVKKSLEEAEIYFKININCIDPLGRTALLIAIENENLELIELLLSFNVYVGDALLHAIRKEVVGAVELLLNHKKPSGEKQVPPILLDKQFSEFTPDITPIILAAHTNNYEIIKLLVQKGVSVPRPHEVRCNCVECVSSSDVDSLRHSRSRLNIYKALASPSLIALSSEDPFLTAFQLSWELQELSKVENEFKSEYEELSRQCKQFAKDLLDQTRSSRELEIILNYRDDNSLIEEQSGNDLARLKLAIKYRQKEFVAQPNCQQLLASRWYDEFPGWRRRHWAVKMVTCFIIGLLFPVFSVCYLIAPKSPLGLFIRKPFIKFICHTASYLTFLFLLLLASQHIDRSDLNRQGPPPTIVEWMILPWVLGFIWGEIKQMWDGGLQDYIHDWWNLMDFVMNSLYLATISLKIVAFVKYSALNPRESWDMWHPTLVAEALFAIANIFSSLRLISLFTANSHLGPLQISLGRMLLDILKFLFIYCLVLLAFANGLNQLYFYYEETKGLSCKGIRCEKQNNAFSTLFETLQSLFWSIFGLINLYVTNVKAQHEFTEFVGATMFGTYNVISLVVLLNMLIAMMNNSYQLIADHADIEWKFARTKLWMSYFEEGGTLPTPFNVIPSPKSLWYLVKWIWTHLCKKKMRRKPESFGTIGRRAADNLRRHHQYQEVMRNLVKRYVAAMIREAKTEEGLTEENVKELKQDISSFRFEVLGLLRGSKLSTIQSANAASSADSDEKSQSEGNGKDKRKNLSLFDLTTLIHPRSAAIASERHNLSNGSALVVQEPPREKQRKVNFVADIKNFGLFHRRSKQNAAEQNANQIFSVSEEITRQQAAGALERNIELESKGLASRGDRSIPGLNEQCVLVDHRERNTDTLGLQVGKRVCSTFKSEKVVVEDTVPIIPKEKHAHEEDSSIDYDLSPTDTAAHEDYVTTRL
TRPC4 agonist: TRPC4 (mouse) channel activation; Q9QUQ5; HEK293 TRPC4beta/mu-opioid, Fluo4 calcium fluorescence; active compounds read high; B-score at 10 µM; hit rate 0.49% among 310,000; AID 2237;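 active = B-score above 5 SD of library B-scores, and initial fluorescence ratio not above library mean plus 5 SD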;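 note: positive B-score marks a calcium rise read as TRPC4 activation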
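system = HEK293 cells stably co-expressing mouse TRPC4beta and mu-opioid receptor | schedule = Fluo4 dye loading 45 min at room temperature, 110 s recording | measure = B-scored integrated calcium fluorescence ratio | signal = Fluo4 calcium-sensitive dye fluorescence, kinetic, 1 Hz baseline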
IEC-6 cytotox: IEC-6 cytotoxicity, counter-screen for KLF5 inhibitors | luminescence viability | inhibition, % at 5 µM | hit rate 0.78% among 290,000 | AID 1825; in the data active = inhibition above about 22%;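 note: 0% = plate median of test compound wells and 100% = cytotoxic reference compound wells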
TRPC6 inh: mouse TRPC6 channel inhibition. Q61143. HEK293-TRPC6, membrane potential dye, ACh-evoked depolarization; active compounds read low. B-score at 10 µM. hit rate 1.1% among 310,000. AID 2553;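 active = B-score under library mean minus 3 SD, initial fluorescence not abnormally high, positive integrated signal ratio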;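 note: B-score derived from integrated fluorescence ratio over the kinetic read; more negative B-score means stronger inhibition of depolarization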
SKKanGAS inh: blocks kanamycin growth of S. pyogenes SKKanGAS strain; BacTiter-Glo, 6 h; inhibition, % at 7.5 µM; hit rate 1.3% among 300,000; AID 1662;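 active = mean replicate score, as percent of positive control median, at least 50; inconclusive = mean below 50 but one replicate at or above 50; inactive = mean and every replicate below 50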;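 note: strain carries kanamycin resistance gene driven by streptokinase promoter and grows in 40 µg/ml kanamycin; loss of luminescence reflects streptokinase promoter inhibition or plain growth inhibition; 0% = median of DMSO wells and 100% = positive control at its reference dose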
aSyn 5UTR inh: 5' untranslated region of α-synuclein, MLPCN primary screen | alpha-synuclein 5'UTR reporter, inhibitor activity | inhibition, % (tested at 7.5 µM) | hit rate 0.82% among 300,000 | AID 1813; in the data active = inhibition above about 60%; inconclusive = no clear call, values can overlap the other calls;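 note: H4 neuroglioblastoma cells stably carrying SNCA 5'UTR luciferase fusion; 0% = DMSO wells and 100% = positive control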
TRPC4 inh: TRPC4 (mouse) channel inhibition | Q9QUQ5 | HEK293 TRPC4beta/mu-opioid, DAMGO-evoked Fluo4 calcium flux; active compounds read low | B-score at 10 µM | hit rate 0.39% among 300,000 | AID 2247;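 active = B-score over 3 SD under the library average, no early fluorescence shift, positive overall ratio signal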
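Material: HEK293 cells with stable TRPC4beta plus mu-opioid receptor expression / Probe or stimulus: DAMGO in two steps, submaximal then maximal / Compound: single concentration per test compound / Technique: kinetic Fluo4 fluorescence imaging of calcium influx / Read-out: per-well B score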
KLF5 inh: suppresses KLF5 promoter-driven expression. DLD-1 KLF5 promoter-luciferase reporter, luminescence. inhibition, % at 5 µM. hit rate 0.23% among 290,000. AID 1700;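 active = inhibition above a per-plate limit of that plate's mean compound inhibition plus 3 SD, cut at about 60% in these data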;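 note: 0% = DMSO wells and 100% = LY294002 at 200 µM; higher means less KLF5 promoter-driven luciferase light; inactives centre near -14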
* = called active by the depositor; i = inactive; ? = inconclusive; nt = not tested or not shown.

SMILES | MrgX1 antagonist | HIF activator | TRPC6 act | TRPC4 potent | TRPC4 agonist | IEC-6 cytotox | TRPC6 inh | SKKanGAS inh | aSyn 5UTR inh | TRPC4 inh | KLF5 inh
CCCCn1c(N)c(N(CC(C)C)C(=O)C2CC(=O)N(c3ccc(C)cc3)C2)c(=O)[nH]c1=O (stereo unspecified) | i | 0.0 | i | i | i | nt | i | -6 | 9 | i | nt
CCOc1ccc(NC(=O)CN(C)C(=O)c2ccncc2)cc1OCC | i | 0.3 | i | i | i | 1 | i | 0 | 12 | i | -21
CCOc1ccc(OCC)c(NC(=O)C2CCN(S(=O)(=O)c3cccnc3)CC2)c1 | i | nt | i | i | i | -2 | i | 7 | -8 | i | -40
CN(C)C(CNC(=O)/C=C/c1cccc(Cl)c1)c1ccccc1 (stereo unspecified) | i | 1.1 | i | i | 199* | -6 | i | -9 | -18 | i | -15
O=C(CSC1=Nc2ccccc2C2=NC(CC(=O)N3CCN(c4ccccc4)CC3)C(=O)N12)NCC1CCCO1 (stereo unspecified) | i | -0.1 | i | i | i | 1 | i | -3 | 6 | i | 0
CCN(CC)CCNC1=CC(=O)OC12CCCCC2 | i | ? | i | i | i | 1 | i | 4 | 8 | i | -3
O=C1NC(Cc2ccccc2)C(=O)N1CC(=O)N1CCCc2ccccc21 (stereo unspecified) | i | 0.0 | i | i | i | 2 | i | 6 | -3 | i | 6
Cc1ccc(Cn2c(C(C)Nc3nc(-c4ccc(Cl)cc4)cs3)nc3cc(C(=O)NCCCO)ccc32)cc1 (stereo unspecified) | i | 0.2 | i | i | i | nt | i | 18 | -19 | i | nt
CC(=O)N1c2ccc(S(=O)(=O)NCc3ccccc3Cl)cc2CC1C (stereo unspecified) | i | 0.2 | i | i | i | -3 | i | -2 | -6 | i | -11
COC(=O)C1C(=O)C(C(=O)c2ccc([N+](=O)[O-])cc2)C(=O)CC1(C)C (stereo unspecified) | i | -8.0 | i | i | i | 4 | i | 0 | 6 | i | -20
CCOC(=O)NC(NC(=S)Nc1ccccc1OC)C(Cl)(Cl)Cl (stereo unspecified) | i | 0.9 | i | i | i | 3 | i | 4 | -2 | i | 7
O=C(O)CC1COc2ccccc2N1S(=O)(=O)c1ccc(Br)cc1 (stereo unspecified) | i | 0.3 | i | i | i | -4 | i | 0 | -9 | i | -15
CCN(CC)CC(=O)Nc1cc(N(C)C)nc2ccccc12 | i | -0.2 | i | i | i | 3 | -7.5* | -2 | -6 | i | -2
COc1ccc(S(=O)(=O)N2CCN(C)CC2)cc1C | i | 0.1 | i | i | i | -3 | i | -6 | 6 | i | 9
CCOC(=O)C(=O)N1CCC(C(=O)OC)CC1 | i | -0.1 | i | i | i | 0 | i | 8 | -7 | i | 16
CCc1ccc2oc(=O)cc(CN3CCOCC3)c2c1 | i | -0.2 | i | i | i | -2 | i | -6 | 23 | i | 4
CC(=O)NCCc1nc2cc(NC(=O)c3ccccc3C)ccc2n1C | i | 1.1 | i | i | i | 7 | i | 0 | -11 | i | -27
Cc1c(C(=O)NCCN2CCOCC2)oc2ccc(Br)cc12 | i | 0.8 | i | i | i | nt | i | 39 | -19 | i | nt
O=c1[nH]c(CSc2nnc(-c3cccnc3)n2C2CCCCC2)nc2ccccc12 | i | -0.5 | i | i | i | 3 | i | -3 | 11 | nt | 11
COc1ccc(NC(=O)COC(=O)CCNS(=O)(=O)c2ccccc2)cc1OC | i | -1.0 | i | i | i | -3 | i | 10 | 8 | i | -3
COc1ccccc1NS(=O)(=O)/C=C/c1ccccc1 | i | -0.1 | i | i | i | -9 | i | 0 | 2 | i | 19
Cc1c(NC(=O)/C(C#N)=C/c2ccc(-c3cccc(Cl)c3)o2)c(=O)n(-c2ccccc2)n1C | i | 0.2 | i | i | i | -4 | i | 2 | 22 | i | -9
Cc1ccc(N2CC(C(=O)Nc3nnc(SCC(=O)N4CCOCC4)s3)CC2=O)cc1 (stereo unspecified) | i | 0.4 | i | i | i | 0 | i | 1 | 1 | i | -44
Nc1nc(Br)c2c(F)cccc2c1-c1ccccc1 | i | -0.5 | i | i | i | -6 | i | nt | 1 | i | 15
Cc1cccc(OCCCC(=O)Nc2nccs2)c1 | i | 0.1 | i | i | i | -2 | i | -1 | 0 | i | -21

Later entries:
SMILES | MrgX1 antagonist | HIF activator | TRPC6 act | TRPC4 potent | TRPC4 agonist | IEC-6 cytotox | TRPC6 inh | SKKanGAS inh | aSyn 5UTR inh | TRPC4 inh | KLF5 inh
CC(=O)Nc1ccc(S(=O)(=O)N2c3ccc(F)cc3CCC2C)cc1 (stereo unspecified) | i | -0.5 | i | i | i | nt | i | -5 | 7 | i | nt
O=C(Nc1ccccc1[N+](=O)[O-])c1cncc(Br)c1 | i | 0.2 | i | i | i | -1 | i | 2 | -38 | i | -3
O=C(Cn1cnc2ccccc2c1=O)NCc1ccco1 | i | -0.4 | i | i | i | 8 | i | -5 | 8 | i | -6
COc1ccc(CCN2CC(C(=O)NC3CCOCC3)CCC2=O)cc1 (stereo unspecified) | i | -0.4 | i | i | i | -3 | i | -1 | -1 | i | -20
COc1cc(CN2CC(=O)N(c3ccc(C)cc3)C2=S)cc(OC)c1OC | i | -0.1 | i | i | i | -3 | i | -10 | 41 | i | -24
COc1ccc(Nc2ncnc3ccccc23)c(OC)c1 | i | 1.4 | i | i | i | 4 | i | -5 | -8 | i | -36
CCc1cc(C(=O)Nc2cc(S(=O)(=O)N(C)C)ccc2C)sc1C | i | -0.5 | i | i | i | 7 | i | -8 | -6 | i | -23
COc1ccc(C2C3C=CCC(c4cccc(-c5ccc(C)cc5)c4)C3C(=O)N2Cc2ccccc2)cc1Cl (stereo unspecified) | i | -0.3 | i | i | i | nt | i | 2 | 12 | i | nt
c1sc2[n+](c1C13CC4CC(CC(C4)C1)C3)CCS2 | i | -0.2 | i | i | i | 6 | i | -6 | -1 | i | -4
c1ccc(CCc2nc3ccccc3[nH]2)cc1 | i | 2.4 | i | i | i | -5 | i | -20 | -120 | i | -93
Cc1ccc(NC(=O)COC(=O)COc2cccc3c2OC(C)(C)C3)cc1C | i | 0.3 | i | i | i | -5 | i | -4 | 0 | i | -4
N#CCCn1cc(C(=O)N2CCCCC2)c(-c2ccc([N+](=O)[O-])cc2)n1 | i | 0.0 | i | i | i | -3 | i | -3 | -7 | i | -11
Cc1ccc(OCCCn2ccnc2)c([N+](=O)[O-])c1 | i | -8.3 | i | i | i | 8 | i | 0 | 5 | i | -49
Cc1ccc(CCN2CC(C(=O)NCc3ccc4c(c3)OCO4)CC2=O)cc1 (stereo unspecified) | i | 0.0 | i | i | i | -1 | i | -4 | 9 | i | -1
COc1ccc(-c2cn3ccccc3n2)cc1[N+](=O)[O-] | i | 1.1 | i | i | i | 8 | i | -10 | -162 | i | -138
COc1ccc2[nH]c3c(=O)n(CCCCC(=O)N4CCCC4)c(=S)[nH]c3c2c1 | i | -0.7 | i | i | i | 4 | i | -7 | -19 | i | -30
Cc1cc(N/N=C/c2ccncc2)c([N+](=O)[O-])cc1[N+](=O)[O-] | i | -0.3 | i | i | i | 2 | i | 0 | -3 | i | -3
NC(=NCCc1ccc(Cl)cc1)NS(=O)(=O)c1ccc(F)cc1 | i | -0.3 | i | i | i | 1 | i | -9 | 2 | i | 3
Cc1cc(=O)[nH]c(SCC(=O)Nc2ccc(Br)cc2)c1C#N | i | 0.8 | i | i | i | -4 | i | 55* | -9 | i | -117
Cc1ccc(-n2[nH]c(C)c(C=Nc3ccc(S(=O)(=O)Nc4nc(C)cc(C)n4)cc3)c2=O)c(C)c1 | i | -1.2 | i | i | i | -4 | i | 1 | 1 | i | -11
N#CCCN(C(=O)COC(=O)C1CCN(S(=O)(=O)c2cccs2)CC1)c1ccccc1 | i | 0.1 | i | i | i | 6 | i | 7 | 5 | i | -17
O=C(N/N=C/c1ccc(O)cc1)c1csc2ccccc12 | i | -0.7 | i | i | i | 4 | i | -2 | -58 | i | -46
O=C(/C=C/c1cccs1)c1cc(Br)ccc1OC(=O)N1CCOCC1 | i | 0.0 | i | i | i | -2 | i | 0 | -21 | i | 11
O=Cc1ccc(-n2nncc2-c2ccc([N+](=O)[O-])cc2)cc1 | i | 0.2 | i | i | i | 6 | i | 6 | -14 | i | -17
C[C@]1(C(=O)NCCCNc2ncc(C(F)(F)F)cc2Cl)C=C[C@@H](Cc2ccccc2)N1C(=O)c1ccccc1 | i | 0.0 | i | i | i | 2 | i | 31 | 3 | i | -9

Further structures.
SMILES | MrgX1 antagonist | HIF activator | TRPC6 act | TRPC4 potent | TRPC4 agonist | IEC-6 cytotox | TRPC6 inh | SKKanGAS inh | aSyn 5UTR inh | TRPC4 inh | KLF5 inh
Cn1c(CN2CCCC2)c(C#N)c2ccccc21 | i | -0.2 | i | i | i | -1 | i | -1 | 10 | i | -22
Cc1ccc(C2CC(=O)c3cnc(N4CCc5ccccc5C4)nc3C2)cc1 (stereo unspecified) | i | 0.0 | i | i | i | -4 | i | -23 | -6 | i | -20
NS(=O)(=O)c1ccc(NC(=O)CN2CCc3ccccc3C2)cc1 | i | -0.4 | i | i | i | -3 | i | 0 | 17 | i | -2
Cc1ccc(C(=O)O/N=C(\N)c2ccccn2)cc1 | i | -5.2 | i | i | i | 6 | i | 4 | 65* | i | 38
Cc1cc(-c2ccc(Cl)cc2)c2cnn(C(C)C)c2n1 | i | -0.8 | i | i | i | 6 | i | 15 | 2 | i | -13
CCCc1nnc(NC(=O)c2nc(S(=O)(=O)Cc3ccc(C)cc3)ncc2Cl)s1 | i | 0.5 | i | i | i | 8 | i | 2 | -9 | i | -7
CC(Oc1ccc2c3c(c(=O)oc2c1)CCCC3)C(=O)NCCN1CCOCC1 (stereo unspecified) | i | -0.1 | i | i | i | 4 | i | -2 | -3 | i | -19
C#CCOCCOCCOCCNc1nc(N2CCN(C(=O)[C@H](CCC(=O)O)n3cc(C(N)CC(C)C)nn3)CC2)nc(N2CCN(C(=O)[C@H](Cc3ccc(O)cc3)n3cc(C(N)CC(C)C)nn3)CC2)n1 (stereo partly specified) | i | -0.2 | i | i | i | -3 | i | 1 | 17 | i | -3
CCc1ccccc1N(C(=O)CNC(=O)c1ccco1)C(C(=O)NC1CCCC1)c1cccnc1 (stereo unspecified) | i | -0.7 | i | i | i | -6 | i | 4 | -1 | i | 3
COc1ccc(CCC(=O)OCC(=O)N(C)c2c(N)n(Cc3ccccc3)c(=O)[nH]c2=O)cc1 | i | -0.3 | i | i | i | nt | i | 6 | -7 | i | nt

Rows were taken by chance; overall some 5.8% were active at least once.
